# PRC2 inh: EZH2 (human) methyltransferase inhibition. Q15910. PRC2 H3K27 methylation, DELFIA TRF, 1 h. inhibition, % at 12.5 µM. 57,000 compounds, 0.35% hits. AID 651548;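 active = mean inhibition of replicates at least 50% and every single replicate also reaching 50%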;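 note: dimethyl H3K27 on biotinylated H3 21-44 peptide detected by antibody; plate controls were median neutral control wells for no effect and median positive control wells for full effect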
# IDH1 R132H inh: inhibitors of human IDH1 R132H | IDH1 R132H reductase, diaphorase/resazurin fluorescence, 60 min | 70,000 compounds, 0.18% hits | inhibition, % at 10 µM; in the data active = inhibition above about 34%;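 note: 0% = DMSO and 100% = no enzyme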
# Target sequence (O75874 whole entry R132H): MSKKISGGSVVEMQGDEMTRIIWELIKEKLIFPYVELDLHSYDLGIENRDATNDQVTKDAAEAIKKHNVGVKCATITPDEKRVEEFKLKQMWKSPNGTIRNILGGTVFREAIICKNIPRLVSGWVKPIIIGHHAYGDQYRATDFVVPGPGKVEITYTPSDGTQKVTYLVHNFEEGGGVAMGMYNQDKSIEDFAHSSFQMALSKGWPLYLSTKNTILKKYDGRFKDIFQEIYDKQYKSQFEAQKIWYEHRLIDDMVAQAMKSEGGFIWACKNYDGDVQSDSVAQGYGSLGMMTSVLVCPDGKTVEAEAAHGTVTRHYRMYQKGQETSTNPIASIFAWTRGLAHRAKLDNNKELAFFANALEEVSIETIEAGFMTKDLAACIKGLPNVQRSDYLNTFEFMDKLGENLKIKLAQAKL
# An asterisk follows results filed as active; . = no result given. These rows are one share of the data. The share of hits here may be higher or lower than overall.
SMILES,PRC2 inh,IDH1 R132H inh
C[C@@H]1CCCCO[C@@H](CN(C)S(=O)(=O)c2ccc(Cl)cc2)[C@@H](C)CN([C@@H](C)CO)C(=O)c2cc(NC(=O)CCCN(C)C)ccc2O1,.,-4.9
C[C@H](CO)N1C[C@H](C)[C@H](CN(C)S(=O)(=O)c2ccc(F)cc2)Oc2ccc(NC(=O)CCC(F)(F)F)cc2C1=O,-10,-0.2
C[C@@H]1CN([C@H](C)CO)C(=O)c2cc(N(C)C)ccc2O[C@@H]1CN(C)Cc1ccc(Oc2ccccc2)cc1,-9,-0.8
C[C@@H]1CN([C@@H](C)CO)C(=O)Cc2cc(NC(=O)CCN3CCOCC3)ccc2O[C@H]1CN(C)Cc1ccc(Oc2ccccc2)cc1,.,0.6
C=C1C(=O)[C@@]23CCC4[C@](C)(C(=O)O)CCC[C@@]4(C)[C@@H]2CC[C@@H]1C3 (some centres undefined),-12,.
C[C@@H]1CN([C@H](C)CO)C(=O)c2cccc(NC(=O)c3ccncc3)c2O[C@@H]1CN(C)Cc1ccc(C(=O)Nc2ccccc2N)cc1,3,0.2
CC(=O)O[C@H]1C[C@@H](OC(C)=O)C(C)(C)C2C[C@@H](OC(C)=O)[C@@]3(C)C4=CC(=O)O[C@@H](c5ccoc5)[C@]4(C)CCC3[C@]21C (some centres undefined),.,-0.5
CS(=O)(=O)N(CC(N)=O)Cc1ccc(Cl)cc1,8,0.1
C[C@H](CO)N1C[C@H](C)[C@H](CN(C)Cc2ccc(C(=O)O)cc2)OCCCC[C@H](C)Oc2ccc(NC(=O)Nc3ccccc3)cc2C1=O,.,-0.5
O=C(NCc1ccc(F)cc1)[C@@H]1C[C@@H]2C(=O)N3CCC[C@H]3C(=O)N2[C@@H]1c1ccc(O)cc1,-5,0.3
COc1ccc(S(=O)(=O)Nc2cccc3c2O[C@H](CN(C)C)[C@H](C)CN([C@@H](C)CO)C3=O)cc1,7,-3.9
CCN(CC(=O)Nc1cccc(F)c1)S(=O)(=O)c1ccc(Cl)cc1,12,-0.6
COc1cc2c(cc1NC(=O)C(C)Oc1ccccc1C)oc1ccccc12 (centres undefined),-14,0.1
O=C(NCC[C@@H]1CC[C@H](NS(=O)(=O)c2cccc(F)c2)[C@H](CO)O1)C1CCCCC1,12,0.1
O=C(CN1CCOCC1)N[C@H]1CC[C@@H](CCNS(=O)(=O)c2ccccc2F)O[C@@H]1CO,1,0.5
CC(C)CC#Cc1ccc2c(c1)O[C@H](CN(C)Cc1ccccc1)[C@H](C)CN([C@H](C)CO)S2(=O)=O,.,-0.1
COc1cccc(-c2ccc3c(c2)O[C@@H](CN(C)C(=O)C2CCOCC2)[C@@H](C)CN([C@H](C)CO)S3(=O)=O)c1,3,-2.0
CO[C@H]1CN(C)C(=O)c2cc(NC(=O)NC(C)C)ccc2OC[C@H](C)N(Cc2cncnc2)C[C@@H]1C,14,.
COc1ccc(S(=O)(=O)N(C)C[C@H]2Oc3c(NC(=O)c4cc(C)nn4C)cccc3C(=O)N([C@@H](C)CO)C[C@@H]2C)cc1,.,0.0
C[C@H](CO)N1C[C@H](C)[C@H](CN(C)C(=O)N[C@H](C)c2ccccc2)OCc2ccccc2-c2ccccc2C1=O,11,-5.0
COc1ccc(C#Cc2ccc3c(c2)O[C@@H](CN(C)C(=O)CN2CCOCC2)[C@H](C)CN([C@@H](C)CO)S3(=O)=O)cc1,-14,1.1
CO[C@@H]1CN(C)C(=O)c2cc(NC(=O)CC(F)(F)F)ccc2OC[C@@H](C)N(S(=O)(=O)c2cn(C)cn2)C[C@H]1C,6,-0.1
CC(C)CC#Cc1ccc2c(c1)O[C@@H](CN(C)C(=O)c1ccccc1)[C@@H](C)CN([C@@H](C)CO)S2(=O)=O,8,-0.2
CO[C@H]1O[C@H](CO)[C@@H](OC(=O)Nc2cccc(F)c2)[C@@H]2OC(=O)[C@@H](Cc3ccccc3)C/C=C/C[C@H](Cc3ccccc3)C(=O)O[C@@H]12,2,.
CCC(=O)Nc1ccc2c(c1)OC[C@H](C)N(Cc1ccccc1F)C[C@H](C)[C@@H](OC)CN(C)C2=O,-21,-0.1
COCC(=O)N(C)C[C@@H]1Oc2cc(-c3ccc(OC)cc3)ccc2S(=O)(=O)N([C@H](C)CO)C[C@H]1C,-2,-0.6
CO[C@@H]1CN(C)C(=O)c2cc(NS(C)(=O)=O)ccc2OC[C@H](C)NC[C@H]1C,5,0.1
C[C@H](CO)N1C[C@H](C)[C@H](CN(C)C(=O)Nc2ccccc2)Oc2ncc(C#CC3CC3)cc2C1=O,-8,-2.5
C[C@H]1CN([C@@H](C)CO)C(=O)Cc2cc(NS(=O)(=O)c3ccccc3)ccc2O[C@H]1CN(C)C(=O)Nc1cccc2ccccc12,.,0.0
CO[C@H]1CN(C)C(=O)c2cc(NC(=O)c3ccno3)ccc2OC[C@@H](C)NC[C@H]1C,2,0.3

# Reprinted at random: 7 records from the list, in no set order.
SMILES,PRC2 inh,IDH1 R132H inh
COCC(=O)N(C)C[C@@H]1Oc2cc(-c3ccc(OC)cc3)ccc2S(=O)(=O)N([C@H](C)CO)C[C@H]1C,-2,-0.6
C[C@H]1CN([C@@H](C)CO)C(=O)Cc2cc(NS(=O)(=O)c3ccccc3)ccc2O[C@H]1CN(C)C(=O)Nc1cccc2ccccc12,.,0.0
C[C@H](CO)N1C[C@H](C)[C@H](CN(C)S(=O)(=O)c2ccc(F)cc2)Oc2ccc(NC(=O)CCC(F)(F)F)cc2C1=O,-10,-0.2
COc1cc2c(cc1NC(=O)C(C)Oc1ccccc1C)oc1ccccc12 (centres undefined),-14,0.1
C[C@@H]1CN([C@H](C)CO)C(=O)c2cccc(NC(=O)c3ccncc3)c2O[C@@H]1CN(C)Cc1ccc(C(=O)Nc2ccccc2N)cc1,3,0.2
COc1ccc(C#Cc2ccc3c(c2)O[C@@H](CN(C)C(=O)CN2CCOCC2)[C@H](C)CN([C@@H](C)CO)S3(=O)=O)cc1,-14,1.1
C[C@@H]1CN([C@@H](C)CO)C(=O)Cc2cc(NC(=O)CCN3CCOCC3)ccc2O[C@H]1CN(C)Cc1ccc(Oc2ccccc2)cc1,.,0.6

# More compounds follow:
SMILES,PRC2 inh,IDH1 R132H inh
Cc1ccc(-c2cnc3c(c2)C(=O)N([C@H](C)CO)C[C@H](C)[C@H](CN(C)C(=O)Cc2ccncc2)O3)cc1,7,-0.2
CO[C@@H]1CN(C)C(=O)c2ccc(NC(=O)C3CCCC3)cc2OC[C@@H](C)N(C(=O)CC2CC2)C[C@@H]1C,8,0.2
Cc1ccc(S(=O)(=O)N(C)C[C@@H]2OCCCC[C@H](C)Oc3ccc(NC(=O)Nc4c(C)noc4C)cc3C(=O)N([C@@H](C)CO)C[C@@H]2C)cc1,.,-4.1
CNC[C@@H]1OCc2cn(nn2)CCCC(=O)N([C@H](C)CO)C[C@H]1C,4,3.0
CO[C@H]1CN(C)C(=O)c2cc(NS(C)(=O)=O)ccc2OC[C@H](C)N(C(=O)C2CCCC2)C[C@H]1C,5,0.3
C[C@H](CO)N1C[C@H](C)[C@@H](CN(C)C(=O)c2ccccc2)Oc2ncc(/C=C/c3ccccc3)cc2C1=O,-5,1.7
COc1ccc(Br)cc1C(Nc1ccccn1)c1cc(Cl)c2cccnc2c1O (centres undefined),-53,-0.3
C[C@@H]1CN([C@@H](C)CO)C(=O)c2cc(NS(=O)(=O)c3ccc(F)cc3)ccc2O[C@@H]1CN(C)S(=O)(=O)c1cccs1,.,-0.5
NC(=O)COc1ccc(/C=N/NC(=O)c2ccccn2)cc1,9,.
C[C@@H]1CCCCO[C@@H](CN(C)S(=O)(=O)c2cccs2)[C@@H](C)CN([C@@H](C)CO)C(=O)c2cc(N(C)C)ccc2O1,10,-2.5
CSCCC(NC=O)C(=O)NC(Cc1ccccc1)C(=O)O (centres undefined),.,0.2
C[C@H]1CN([C@@H](C)CO)C(=O)c2cc(-c3ccncc3)cnc2O[C@@H]1CN(C)Cc1ccc(F)cc1,4,-0.6
CCCN1C[C@H](C)[C@H](OC)CN(C)C(=O)c2ccc(NC(=O)Nc3ccccc3F)cc2OC[C@H]1C,-23,-0.1
CO[C@@H](CN(C)C(=O)c1cnccn1)[C@H](C)CN([C@H](C)CO)S(=O)(=O)c1ccc(C)cc1,7,0.0
Oc1ccc2c(c1O)OCC1c3cc4c(cc3OC21)OCO4 (centres undefined),.,5.8
CC(C)CC#Cc1ccc2c(c1)O[C@@H](CN(C)Cc1ccc3c(c1)OCO3)[C@H](C)CN([C@@H](C)CO)S2(=O)=O,.,-1.0
C[C@@H]1CN([C@@H](C)CO)C(=O)c2cc(C3=CCCC3)cnc2O[C@H]1CN(C)C(=O)c1ccccn1,-1,0.1
C[C@@H]1CN([C@H](C)CO)C(=O)CCCn2cc(nn2)CO[C@@H]1CN(C)S(=O)(=O)c1ccc(-c2ccccc2)cc1,.,-1.4
Cc1ccc(S(=O)(=O)Nc2ccc3c(c2)C(=O)N([C@@H](C)CO)C[C@H](C)[C@H](CN(C)S(=O)(=O)c2ccc(Cl)cc2)O3)cc1,.,0.1
C[C@@H]1CCCCO[C@H](CN(C)C(=O)NC2CCCCC2)[C@@H](C)CN([C@@H](C)CO)C(=O)c2cc(NS(=O)(=O)c3cn(C)cn3)ccc2O1,.,1.6

# Reprinted from the part before: 3 entries, followed by the next part.
SMILES,PRC2 inh,IDH1 R132H inh
C[C@@H]1CN([C@H](C)CO)C(=O)CCCn2cc(nn2)CO[C@@H]1CN(C)S(=O)(=O)c1ccc(-c2ccccc2)cc1,.,-1.4
Cc1ccc(S(=O)(=O)Nc2ccc3c(c2)C(=O)N([C@@H](C)CO)C[C@H](C)[C@H](CN(C)S(=O)(=O)c2ccc(Cl)cc2)O3)cc1,.,0.1
C[C@@H]1CCCCO[C@H](CN(C)C(=O)NC2CCCCC2)[C@@H](C)CN([C@@H](C)CO)C(=O)c2cc(NS(=O)(=O)c3cn(C)cn3)ccc2O1,.,1.6
CNC[C@H]1Oc2ncc(-c3ccccc3C)cc2C(=O)N([C@H](C)CO)C[C@H]1C,-16,-2.1
COc1ccc(NC(=O)N(C)C[C@H]2Oc3ccc(NS(C)(=O)=O)cc3CC(=O)N([C@H](C)CO)C[C@@H]2C)cc1,.,0.4
O=C(CSc1nnc(-c2ccccc2)c(-c2ccccc2)n1)Nc1ccccc1,-11,1.2
C[C@@H]1CN([C@@H](C)CO)C(=O)c2cccc(NC(=O)C3CCOCC3)c2O[C@H]1CN(C)Cc1ccc2c(c1)OCO2,4,2.7
Cc1noc(C)c1S(=O)(=O)Nc1ccc2c(c1)CC(=O)N([C@@H](C)CO)C[C@@H](C)[C@@H](CN(C)C(=O)Nc1ccccc1)O2,.,0.5
C[C@H](CO)N1C[C@H](C)[C@@H](CN(C)S(=O)(=O)CC(F)(F)F)OCc2ccccc2-c2ccccc2C1=O,-1,-0.4
C[C@H]1CN([C@@H](C)CO)C(=O)c2cccc(NC(=O)C3CCOCC3)c2O[C@@H]1CN(C)Cc1ccc(-c2ccccc2)cc1,-13,.
CO[C@@H]1CN(C)C(=O)c2cc(NC(C)=O)ccc2OC[C@H](C)N(C(=O)C2CCC2)C[C@@H]1C,-5,0.1
Cc1c(Br)c([N+](=O)[O-])nn1CC(=O)Nc1ccc(F)cc1,-4,0.5
C[C@@H]1CCCCO[C@H](CN(C)CC2CCCCC2)[C@@H](C)CN([C@H](C)CO)C(=O)c2cc(NC(=O)Nc3ccc(F)cc3)ccc2O1,.,-0.5
COc1ccc(S(=O)(=O)Nc2ccc3c(c2)CC(=O)N([C@@H](C)CO)C[C@@H](C)[C@@H](CN(C)Cc2ccc4c(c2)OCO4)O3)cc1,.,0.5
C[C@H](CO)N1C[C@H](C)[C@@H](CN(C)Cc2ccc(Cl)c(Cl)c2)Oc2ccc(NC(=O)Nc3ccc(C(F)(F)F)cc3)cc2CC1=O,.,-3.2
CCN(CC)CCOc1ccc(/C(=C(/Cl)c2ccccc2)c2ccccc2)cc1,.,0.9
C[C@@H]1CN([C@H](C)CO)C(=O)c2cccc(N(C)C)c2O[C@@H]1CN(C)C(=O)Nc1cccc2ccccc12,-1,-0.5
CO[C@@H](C(=O)N(C)C[C@@H]1OCc2ccccc2-c2c(n(C)c3ccccc23)C(=O)N([C@H](C)CO)C[C@H]1C)c1ccccc1,7,-2.8
CC(CNC1CCCCC1)OC(=O)c1ccccc1 (centres undefined),17,-0.6
O=C(CN1C(=O)c2cccc3cccc1c23)Nc1ccccc1C(=O)N1CCOCC1,-9,0.1
COc1ccc(OCC(=O)Nc2ccc(OC)cc2[N+](=O)[O-])cc1,14,2.1
Cc1ccc(NC(=O)CSc2nnnn2-c2ccc(F)cc2)cc1C,5,0.1
O=C(Nc1ccc(Cl)cc1)N[C@@H]1CC[C@@H](CCNS(=O)(=O)c2ccccc2F)O[C@H]1CO,6,-0.2

# Quoted from the listing:
# O=C(Nc1ccc(Cl)cc1)N[C@@H]1CC[C@@H](CCNS(=O)(=O)c2ccccc2F)O[C@H]1CO – IDH1 R132H inh: -0.2
# C[C@H](CO)N1C[C@H](C)[C@@H](CN(C)Cc2ccc(Cl)c(Cl)c2)Oc2ccc(NC(=O)Nc3ccc(C(F)(F)F)cc3)cc2CC1=O – IDH1 R132H inh: -3.2

# Continuation:
SMILES,PRC2 inh,IDH1 R132H inh
C[C@@H]1CN([C@@H](C)CO)C(=O)c2cccc(NC(=O)Nc3ccc(F)cc3)c2O[C@@H]1CN(C)C(=O)NC1CCCCC1,-2,0.7
Cc1ccc(NC(=O)CSc2nnnn2-c2cccc(C(=O)O)c2)cc1C,19,0.4
O=C(CSc1nc2ccccc2o1)c1ccc2c(c1)OCCO2,18,0.3
Cc1nnc(SCC(=O)Nc2cccc3ccccc23)s1,4,-0.1
C/C=C/c1ccc2c(c1)O[C@@H](CN(C)C(=O)Cc1ccccn1)[C@@H](C)CN([C@@H](C)CO)S2(=O)=O,-15,0.5
C[C@@H]1CN([C@H](C)CO)C(=O)Cc2cc(NC(=O)Cc3ccccc3)ccc2O[C@@H]1CN(C)S(=O)(=O)c1ccc(F)cc1,6,2.2
C[C@H]1CN([C@@H](C)CO)C(=O)c2cc(C#Cc3cccnc3)cnc2O[C@@H]1CN(C)S(C)(=O)=O,4,-0.3
CCC(=O)Nc1ccc2c(c1)OC[C@@H](C)N(C(=O)c1cccnc1)C[C@H](C)[C@H](OC)CN(C)C2=O,11,-0.1
